High-throughput results: PubChem BioAssay, several laboratories
PKA-R2B activ – PKA-R2B complex activation; P22694+P31323; PKA-R2B holoenzyme dissociation, Cy5-IP20 fluorescence polarization; R2B truncated from residue 108, S112A mutant; 0% DMSO only, 100% 113 µM cGMP; activation, % at 11.4 µM; actives 0.079% (n = 340,000); AID 504700;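 active means activation above a cutoff set at the mean over all compounds plus 3 SD, cut at about 18% in these data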;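 further: higher means more holoenzyme dissociation and a rise in polarization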
Target sequence (P31323 whole entry, looked up, other chains not shown, the tested form may be a part): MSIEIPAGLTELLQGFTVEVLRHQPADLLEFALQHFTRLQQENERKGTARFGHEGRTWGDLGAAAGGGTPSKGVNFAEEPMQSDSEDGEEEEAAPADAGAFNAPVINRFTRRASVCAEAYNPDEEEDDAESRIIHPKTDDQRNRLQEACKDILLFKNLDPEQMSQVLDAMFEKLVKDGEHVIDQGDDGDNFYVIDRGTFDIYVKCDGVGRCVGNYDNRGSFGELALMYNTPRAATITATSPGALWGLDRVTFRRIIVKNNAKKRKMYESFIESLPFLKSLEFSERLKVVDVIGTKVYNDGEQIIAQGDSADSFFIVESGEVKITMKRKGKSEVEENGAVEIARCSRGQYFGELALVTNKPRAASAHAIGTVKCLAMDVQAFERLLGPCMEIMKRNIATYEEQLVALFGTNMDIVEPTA
Cardiac RTF inh – cardiac RTF calcium desensitization; actives 0.12% (n = 340,000); inhibition, % at 7.15 µM; P19429+P45379; AID 493244; IANBD-labeled cardiac RTF, Ca2+ fluorescence;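 active means inhibition above the mean inhibition of all tested compounds plus 3 SD, cut at about 17% in these data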;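 further: assay run at fixed EC70 calcium of 1.6 mM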
C-LANA FP – KSHV C-LANA DNA binding inhibition; inhibition, % at 9 µM; actives 0.078% (n = 340,000); MBP-C-LANA/FAM-LBS DNA binding, fluorescence polarization;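 active means highest replicate inhibition at or above 60% at 9 µM, even if other replicates fall short; inactive means all replicates below 60% inhibition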;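 further: 0% = neutral control wells and 100% = 4 µM acridine orange control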
CAL PDZ FP-1 – blocks peptide binding to the human CAL PDZ domain | purified CAL PDZ, TMR-peptide fluorescence polarization, 1 h | actives 0.92% (n = 300,000) | Q9HD26 | inhibition, % at 24.9 µM | AID 602252;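 active means mean inhibition of at least 30% with at least half of replicates also reaching 30%; inconclusive means no clear call, values can overlap the other calls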;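 further: 0% = DMSO neutral control and 100% = excess unlabeled competitor peptide PRC23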
CAL PDZ FP-2 – inhibitors of human CAL PDZ peptide binding. purified CAL PDZ, TMR-peptide fluorescence polarization, 1 h. Q9HD26. actives 0.02% (n = 330,000). inhibition, % at 20 µM. AID 504414;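 active means highest replicate inhibition of at least 40%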;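 further: plate controls were DMSO neutral control wells for no effect and unlabeled competitor peptide control wells for full effect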
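System: purified tagged CAL PDZ domain construct (CerCALP). Schedule: 1 h incubation at room temperature before polarization reading. Medium: 25 mM sodium phosphate pH 7.4, 150 mM NaCl, TCEP, IgG, Thesit. Read-out: percent inhibition from loss of millipolarization. Measured by: FP readout, S and P plane fluorescence. Probe or stimulus: fluorescent TMR peptide probe.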
cardiac RTF act – cardiac RTF calcium sensitization; P19429+P45379; IANBD-labeled TnC RTF fluorescence at EC20 calcium; 0% EC20 calcium, 100% full calcium; activation, % at 7.2 µM; actives 0.24% (n = 340,000);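 active means activation above the mean over all tested compounds plus 3 SD, cut at about 30% in these data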;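 further: rise in fluorescence read as greater calcium sensitivity of cardiac thin filaments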
SR-BI DiI-HDL act – SR-BI HDL lipid transfer activation; CHO ldlA[mSR-BI] cells, DiI-HDL uptake fluorescence, 3 h; 100 = double the neutral-control signal; activation, % at 12.5 µM; actives 0.096% (n = 320,000);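 active means mean replicate activation of at least 60% and every replicate at or above 60%; inconclusive means mean or all-replicate condition met, but not both; inactive means mean below 60% and not all replicates reaching 60%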;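 further: 0% = median plate neutral-control signal and 100% = twice that signal; values of inactives mirror those of a sister screen read the other way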
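System: LDL receptor-deficient CHO ldlA cells overexpressing murine SR-BI | Timing: 3 h uptake period with compound, 37 °C | Medium: HEPES-buffered (25 mM, pH 7.4) F12 plus 0.5% BSA | Dosing: Single-point compound dose | Signal: Bottom-read fluorescence, 550/595 nm | Read-out: Retained DiI signal reflecting DiI-HDL uptake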
Keap1 Nrf2 FP – disrupts human Keap1 binding to Nrf2 peptide; Keap1 Kelch-Nrf2 peptide fluorescence polarization, 1536-well; inhibition, % at 9.4 µM; actives 0.15% (n = 340,000); AID 504523; in the data active means inhibition above about 12%; inconclusive means no clear call, values can overlap the other calls; inactive means below about 7.3%;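 further: human Keap1 Kelch domain with fluorescein labeled Nrf2 9mer peptide probe; 0% = neutral control wells and 100% = peptide positive control; higher means more block of Keap1 binding to Nrf2 peptide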
Target sequence (Q14145 whole entry, looked up, the tested form may be a part): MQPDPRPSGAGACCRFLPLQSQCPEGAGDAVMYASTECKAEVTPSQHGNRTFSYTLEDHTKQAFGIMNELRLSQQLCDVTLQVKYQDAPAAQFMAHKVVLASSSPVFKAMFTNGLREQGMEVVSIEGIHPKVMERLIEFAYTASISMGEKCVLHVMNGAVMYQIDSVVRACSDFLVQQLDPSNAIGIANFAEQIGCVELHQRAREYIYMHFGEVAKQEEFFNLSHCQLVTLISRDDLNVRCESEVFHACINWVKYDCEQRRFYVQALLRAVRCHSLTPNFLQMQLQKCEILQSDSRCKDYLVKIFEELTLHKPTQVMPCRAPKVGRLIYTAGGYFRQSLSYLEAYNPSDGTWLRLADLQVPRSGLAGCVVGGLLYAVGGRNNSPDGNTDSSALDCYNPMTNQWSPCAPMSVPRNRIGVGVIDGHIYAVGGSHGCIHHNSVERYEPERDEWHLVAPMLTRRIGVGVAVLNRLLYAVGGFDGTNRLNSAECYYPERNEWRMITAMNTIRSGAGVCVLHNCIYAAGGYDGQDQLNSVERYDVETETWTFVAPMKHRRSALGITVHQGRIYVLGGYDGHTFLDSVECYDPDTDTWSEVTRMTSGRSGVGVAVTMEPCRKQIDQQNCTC
DAGLB inh – blocks human DAGLB lipase activity | Q8NCG7 | HEK293T DAGLB membrane lysate, EnzChek fluorogenic substrate | actives 0.059% (n = 340,000) | inhibition, % at 5.17 µM; in the data active means inhibition above about 34%;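 further: 0% = enzyme with vehicle and 100% = wells lacking enzyme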
Rtt109 HAT inh – blocks Candida albicans Rtt109/Vps75 acetyltransferase activity | inhibition, % at 34.9 µM | AID 540336 | Q5AAJ8 | actives 0.16% (n = 330,000) | purified Rtt109/Vps75, ThioGlo CoA-SH fluorescence, 4 h;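 active means inhibition of at least 50% in every replicate; inconclusive means best replicate reaches 50% inhibition but some replicates fall short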
* = called active by the depositor; u = inconclusive; x = no result given.

Labels used below: A = PKA-R2B activ; B = Cardiac RTF inh; C = C-LANA FP; D = CAL PDZ FP-1; E = CAL PDZ FP-2; F = cardiac RTF act; G = SR-BI DiI-HDL act; H = Keap1 Nrf2 FP; I = DAGLB inh; J = Rtt109 HAT inh
CCn1c2ccccc2c2cc(NC(=O)CSc3nnc(-c4cccc(Cl)c4)o3)ccc21
  A = 3	B = 0	C = 0.0	D = -2	E = -0.2	F = 4	G = -37	H = -4	I = -3	J = -1

COC(=O)c1c(NC(=O)CSc2n[nH]c(N)n2)sc(C)c1C
  A = 5	B = 4	C = -0.8	D = 1	E = 0.8	F = -4	G = -6	H = -6	I = -2	J = 8

CC(Oc1ccc(Cl)cc1)C(=O)NCCCn1ccnc1 (centres undefined)
  A = 5	B = -5	C = 3.4	D = -3	E = -1.5	F = 2	G = 12	H = 4	I = 4	J = x

CSc1n[nH]c(NCc2ccccc2)n1
  A = 0	B = -4	C = 1.5	D = -1	E = -0.8	F = -2	G = 7	H = -3	I = 1	J = -3

CC(=O)NN(O)C1N(C)C(=O)N(Cc2ccccc2)C1(C)C (centres undefined)
  A = 0	B = -2	C = 0.0	D = -9	E = -0.4	F = -2	G = -1	H = -5	I = 0	J = -12

CN1CCN(C(=O)CN(CCc2ccccc2)S(C)(=O)=O)CC1
  A = -12	B = -6	C = 0.8	D = 1	E = -1.3	F = 12	G = 27	H = -2	I = 1	J = -13

O=C(c1ccc2c(=O)n3c(nc2c1)CCCCC3)N1CCN(c2ccc(Cl)cc2)CC1
  A = -6	B = -12	C = 0.5	D = x	E = -1.1	F = 15	G = -50	H = -6	I = -3	J = -7

COC(=O)c1ccc(CNC(=O)CSC(C)C(=O)Nc2cc(C)on2)cc1 (centres undefined)
  A = 11	B = 3	C = 0.6	D = -9	E = -1.3	F = 0	G = 7	H = -1	I = -2	J = -6

CCCn1c(N)c(C(=O)COC(=O)CCS(=O)(=O)c2ccc(C)cc2)c(=O)[nH]c1=O
  A = 5	B = -5	C = 0.0	D = x	E = -1.0	F = -4	G = x	H = 5	I = -2	J = -1

Cc1ccc(C)c(OCC(O)CN2CCC(CN3C(=O)c4cccc5cccc(c45)C3=O)CC2)c1 (centres undefined)
  A = 1	B = -8	C = 0.0	D = -4	E = -2.5	F = 12	G = -61	H = 2	I = -1	J = -4

Cc1ccc(Sc2ccncc2S(N)(=O)=O)cc1
  A = -2	B = 7	C = 0.1	D = -4	E = -1.3	F = 4	G = 17	H = 1	I = 3	J = 0

Cn1cccc1Cc1nnc(SCC(=O)Nc2cccc(Cl)c2)n1-c1ccc(F)cc1
  A = 0	B = 1	C = 0.4	D = 1	E = -1.2	F = 0	G = -2	H = -5	I = 3	J = -2

CCc1ccc(N(C(C)=O)c2nc(CCl)cs2)cc1
  A = 4	B = 0	C = -0.9	D = -2	E = -0.7	F = 1	G = -18	H = 1	I = -3	J = 10

CCCCCn1c(=S)[nH]c2ncccc2c1=O
  A = -5	B = -9	C = -0.1	D = 2	E = 0.8	F = -5	G = -8	H = -3	I = 0	J = 2

CC(OC(=O)[C@@H](NC(=O)OCc1ccccc1)C(C)C)C(=O)Nc1ccc(N2CCOCC2)cc1 (some centres undefined)
  A = 0	B = -1	C = -0.7	D = -3	E = -1.9	F = 1	G = -9	H = -2	I = 0	J = 0

Cc1ccc(-n2c(Cc3cccn3C)nnc2SCC(=O)N2CCc3ccccc32)cc1
  A = 0	B = -3	C = -0.1	D = -7	E = -2.9	F = 0	G = -48	H = -1	I = 2	J = 0

Cc1cc(OCC(=O)N(C)C2CCCCC2)cc(C)c1Cl
  A = -4	B = 6	C = -0.3	D = -2	E = -0.4	F = 5	G = -36	H = 0	I = -4	J = 27

CCN1CCN(c2ccc(S(=O)(=O)N3CCCCC3)cc2NC(=O)c2cccc(C)c2)CC1
  A = 2	B = -13	C = -0.7	D = x	E = 0.6	F = -10	G = -47	H = 2	I = 1	J = 9

COc1ccccc1-c1sc2cc3c(cc2c1C#Cc1cncn1C)OCO3
  A = -10	B = 1	C = 1.3	D = 0	E = 0.1	F = -3	G = -43	H = 0	I = 0	J = 3

CCOC(=O)/C(C#N)=N/Nc1ccccc1C#N
  A = 0	B = 1	C = 0.6	D = -3	E = 0.9	F = 3	G = -5	H = -2	I = 0	J = 13

CC(C)(C)OC(=O)N1CCCC(C(=O)Nc2cccc(C(=O)NCCCc3ccccc3)c2)C1 (centres undefined)
  A = 1	B = -4	C = -2.4	D = -1	E = 0.5	F = 0	G = -44	H = 3	I = -1	J = -4

O=C(Nc1ccc(NC(=O)c2ccco2)cc1)c1ccc2c(c1)OCCO2
  A = x	B = x	C = 0.1	D = 3	E = -0.7	F = x	G = -44	H = -5	I = x	J = 3

Cc1ccc(-c2csc(N(C)C(=O)c3c(C)nn(-c4ccccc4)c3Cl)n2)cc1
  A = 2	B = -7	C = 2.3	D = 0	E = 0.7	F = 3	G = u	H = -3	I = -11	J = -9

COCCN1C2=C(COC(C)(C)C2)C(=S)NC1c1ccccc1 (centres undefined)
  A = -6	B = 1	C = -37	D = x	E = 0.1	F = 7	G = -2	H = -12	I = 3	J = -6

COC(=O)c1ccc(COc2ccccc2/C=C(\C#N)C(=O)Nc2c(C)cc(C)cc2C)cc1
  A = -8	B = 0	C = 0.2	D = -5	E = -0.9	F = -3	G = -28	H = 2	I = -2	J = -1

Cn1c(SCC(=O)c2ccc3c(c2)Cc2ccccc2-3)nnc1-c1ccccc1
  A = 1	B = -8	C = 2.7	D = -2	E = -0.9	F = 0	G = 3	H = -1	I = 0	J = 1

O=c1/c(=C/c2ccc([N+](=O)[O-])cc2)sc2n1CCCN=2
  A = 0	B = -8	C = 0.1	D = -1	E = -0.7	F = 4	G = -20	H = -4	I = 4	J = -6

C[C@H]1COC2=C1C(=O)C(=O)c1c2ccc2c1CCCC2(C)C
  A = 3	B = -1	C = 0.0	D = 1	E = 0.3	F = 6	G = -15	H = 8	I = 10	J = 3

O=C(Cc1csc(NC(=O)Nc2ccc(Cl)cc2)n1)NC1CCCC1
  A = 7	B = 7	C = 0.8	D = -16	E = -0.5	F = -14	G = -21	H = 2	I = 1	J = 5

O=C1c2ccccc2C(=O)N1CN(C(=O)COc1ccccc1)c1ccc(F)cc1
  A = -1	B = -5	C = -0.2	D = 2	E = -0.4	F = 11	G = 4	H = -6	I = 0	J = -1

Cc1ccccc1-n1c(=O)cc(N2CCc3ccccc3C2)[nH]c1=O
  A = -4	B = -10	C = 5.0	D = 6	E = -1.1	F = -2	G = 6	H = 1	I = -3	J = -2

CCOC(=O)N/N=C1\CCS(=O)(=O)c2ccc(Cl)cc21
  A = 2	B = -2	C = 5.2	D = -7	E = -0.2	F = 6	G = 9	H = -6	I = 0	J = -4

Cc1ccc(S(=O)(=O)N2[C@@H](c3ccc(Cl)cc3)C(C(=O)O)=CC[C@H]2c2ccc(Cl)c(Cl)c2)cc1
  A = -1	B = -2	C = 0.0	D = -2	E = -1.9	F = -4	G = 2	H = -1	I = 5	J = 17

COc1ccc(-n2c(SCC(=O)C(C)(C)C)nc3ccsc3c2=O)cc1
  A = 7	B = -2	C = 0.2	D = 0	E = -0.5	F = -6	G = 2	H = 2	I = -4	J = -8

NS(=O)(=O)c1ccc(CNC(=O)/C=C/c2ccc(S(=O)(=O)N3CCOCC3)cc2)cc1
  A = -6	B = -15	C = -0.5	D = -8	E = 0.4	F = 4	G = -14	H = -2	I = -2	J = -1

COc1ccc(/C=C/C(=O)Nc2ccc(S(=O)(=O)Nc3cc(C)nc(C)n3)cc2)cc1OC
  A = 14	B = -12	C = -1.8	D = x	E = -4.9	F = -3	G = -5	H = -1	I = -5	J = -35

O=C1CC[C@@H](O)CCN1CC[C@H](Sc1ccc(Br)cc1)c1ccccc1
  A = -9	B = -10	C = 2.6	D = -1	E = -1.4	F = -4	G = -12	H = -5	I = 1	J = -16

COCCn1c(-c2ccc(C#N)cc2)nc2c1c(=O)[nH]c(=O)n2Cc1ccccc1
  A = -2	B = -1	C = -0.1	D = x	E = -11	F = 1	G = -1	H = -3	I = 1	J = 2

Full records from above:
`COc1ccc(-n2c(SCC(=O)C(C)(C)C)nc3ccsc3c2=O)cc1` is listed with PKA-R2B activ = 7; Cardiac RTF inh = -2; C-LANA FP = 0.2; CAL PDZ FP-1 = 0; CAL PDZ FP-2 = -0.5; cardiac RTF act = -6; SR-BI DiI-HDL act = 2; Keap1 Nrf2 FP = 2; DAGLB inh = -4; Rtt109 HAT inh = -8
`CCOC(=O)N/N=C1\CCS(=O)(=O)c2ccc(Cl)cc21` is listed with PKA-R2B activ = 2; Cardiac RTF inh = -2; C-LANA FP = 5.2; CAL PDZ FP-1 = -7; CAL PDZ FP-2 = -0.2; cardiac RTF act = 6; SR-BI DiI-HDL act = 9; Keap1 Nrf2 FP = -6; DAGLB inh = 0; Rtt109 HAT inh = -4
`COCCn1c(-c2ccc(C#N)cc2)nc2c1c(=O)[nH]c(=O)n2Cc1ccccc1` is listed with PKA-R2B activ = -2; Cardiac RTF inh = -1; C-LANA FP = -0.1; CAL PDZ FP-1 = x; CAL PDZ FP-2 = -11; cardiac RTF act = 1; SR-BI DiI-HDL act = -1; Keap1 Nrf2 FP = -3; DAGLB inh = 1; Rtt109 HAT inh = 2

A section taken from the entries so far, as a working copy:
Labels used below: A = PKA-R2B activ; B = Cardiac RTF inh; C = C-LANA FP; D = CAL PDZ FP-1; E = CAL PDZ FP-2; F = cardiac RTF act; G = SR-BI DiI-HDL act; H = Keap1 Nrf2 FP; I = DAGLB inh; J = Rtt109 HAT inh
O=C1CC[C@@H](O)CCN1CC[C@H](Sc1ccc(Br)cc1)c1ccccc1
  A = -9	B = -10	C = 2.6	D = -1	E = -1.4	F = -4	G = -12	H = -5	I = 1	J = -16

COCCn1c(-c2ccc(C#N)cc2)nc2c1c(=O)[nH]c(=O)n2Cc1ccccc1
  A = -2	B = -1	C = -0.1	D = x	E = -11	F = 1	G = -1	H = -3	I = 1	J = 2
